# SKN-1 inh – C. elegans SKN-1 inhibition | C. elegans VP596 Pgst-4::GFP/RFP ratio, acrylamide-induced, 24 h | 360,000 compounds, 0.49% hits | inhibition, % at 21.8 µM;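 active = interference check ratio from 0.5 to 1.5 plus GFP to RFP signal ratio inhibition reaching or exceeding a fixed threshold, cut at about 30% in these data, passing the limit was not always enough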; also: some compounds called inactive have numbers as strong as hits
# eLon inh – inhibitors of E. coli Lon protease; P0A9M0; purified E. coli Lon protease, fluorescence polarization; inhibition, % at 7.94 µM; 360,000 compounds, 0.42% hits; AID 602123; in the data active = inhibition above about 13%, passing the limit was not always enough;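 also: 0% = enzyme with probe and DMSO and 100% = no enzyme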
# bovine MsrA act – activates bovine MsrA enzyme. purified bovine MsrA, absorbance read-out. activation, % at 10.6 µM. 360,000 compounds, 0.3% hits. AID 602163; in the data active = activation above about 7.5%;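 also: 0% = vehicle and 100% = reference activator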
# MT1-MMP act inh – inhibitors of human MT1-MMP activation | HT1080 RFP-PRO-GFP cells, GFP/RFP ratio fluorescence, overnight; percent of plate control window, DMSO zero | GFP/RFP ratio change, % at 20 µM | 360,000 compounds, 0.061% hits;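 active = GFP/RFP ratio change of at least 30% with cell ATP level not reduced by more than half and red fluorescence within 50% of control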; also: strong numbers were not always called active
#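 Compound: 20 µM single dose, 1% DMSO / System: HT1080 RFP-PRO-GFP cells / Controls: DMSO and RFP-L50D-GFP cell wells / Read-out basis: GFP/RFP fluorescence ratio / Schedule: overnight compound exposure at 37 °C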
# FAS TE block – blocks the thioesterase domain of human fatty acid synthase | inhibition, % at 15 µM | AID 602261 | 360,000 compounds, 0.67% hits | P49327 | recombinant FAS-TE, OMFH fluorogenic substrate, fluorescence endpoint;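 active = compounds whose normalised, plate-corrected inhibition of enzyme fluorescence in the single-dose primary screen is 50% or more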;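 also: 0% = DMSO with enzyme and 100% = substrate without enzyme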
# NRP1-CendR mod – modulators of CendR peptide binding to human neuropilin-1 | O14786 | AID 602438 | inhibition, % at 25 µM | 360,000 compounds, 0.85% hits | FAM-RPARPAR peptide binding to NRP-1, fluorescence polarization;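 active = inhibition or corrected inhibition above about 18%, plus a signal ratio from 0.5 to 1.5, limit read from the data, passing the limit was not always enough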; also: strong numbers were not always called active
# PABP1 MLLE inh – blocks PAM2 peptide binding to the PABP1 MLLE domain | AID 588489 | inhibition, % at 20 µM | GST-MLLE / FITC-PAM2 fluorescence polarization | 360,000 compounds, 0.36% hits | P11940; in the data active = inhibition above about 35%, passing the limit was not always enough;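 also: plate controls were DMSO wells with GST-MLLE for no effect and wells lacking GST-MLLE protein for full effect; some results filed as inactive read as strong as hits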
# Target sequence (P11940 whole entry, looked up, the tested form may be a part): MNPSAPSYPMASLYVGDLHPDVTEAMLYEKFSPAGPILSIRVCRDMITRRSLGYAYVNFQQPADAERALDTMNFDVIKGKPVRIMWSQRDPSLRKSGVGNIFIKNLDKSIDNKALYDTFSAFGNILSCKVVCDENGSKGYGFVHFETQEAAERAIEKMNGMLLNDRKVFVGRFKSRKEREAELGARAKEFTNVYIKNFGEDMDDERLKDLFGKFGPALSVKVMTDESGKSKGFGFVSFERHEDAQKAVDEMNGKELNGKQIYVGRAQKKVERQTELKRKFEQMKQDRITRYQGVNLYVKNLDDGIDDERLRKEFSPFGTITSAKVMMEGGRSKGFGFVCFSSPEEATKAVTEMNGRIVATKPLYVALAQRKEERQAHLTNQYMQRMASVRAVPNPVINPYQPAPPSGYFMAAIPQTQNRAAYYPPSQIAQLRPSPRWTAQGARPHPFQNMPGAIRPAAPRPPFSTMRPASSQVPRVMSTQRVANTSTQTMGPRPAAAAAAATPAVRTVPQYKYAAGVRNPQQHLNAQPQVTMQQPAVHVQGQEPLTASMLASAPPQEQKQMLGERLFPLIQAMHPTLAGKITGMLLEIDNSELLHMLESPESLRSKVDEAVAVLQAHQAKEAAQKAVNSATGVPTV
# Rin1 Abl inh – inhibitors of human Rin1-Abl protein interaction; P00519+Q13671; TR-FRET Rin1/Abl binding, biochemical; inhibition, % at 7.35 µM; 360,000 compounds, 0.4% hits; AID 588664; in the data active = inhibition above about 5%, passing the limit was not always enough
# Neddylation inh – blocks human cullin neddylation; P61081+Q13564; TR-FRET cullin neddylation, biochemical; calls only at 25 µM; 360,000 compounds, 0.58% hits; in the data active = inhibition above about 36%
# The depositor's hits bear a star; i = inactive; . = no result given. An unsorted share of the library (roughly 4% active in at least one column).
SMILES,SKN-1 inh,eLon inh,bovine MsrA act,MT1-MMP act inh,FAS TE block,NRP1-CendR mod,PABP1 MLLE inh,Rin1 Abl inh,Neddylation inh
O=C(O)CN1C(=O)/C(=C\c2cc([N+](=O)[O-])ccc2OCc2ccccc2Cl)SC1=S,23,-5,-2,-3,46,-79,23,2,i
COc1ccc(N2CCN(C(=O)C3CC(O)CN3S(=O)(=O)c3ccc([N+](=O)[O-])cc3)CC2)cc1 (configuration not stated),-15,-17,-7,0,-1,9,3,-3,i
CC1(C)CC2CC(C)(CN2C(=O)COC(=O)Cn2[nH]c(=O)c3ccccc3c2=O)C1 (configuration not stated),-11,2,1,5,2,3,-13,-3,i
CC1CCN(C(=O)COC(=O)/C=C/c2ccco2)CC1,9,0,0,21,-2,-8,7,-1,i
CCOc1ccc(N2C(=O)CC(NC3CCN(C(=O)c4cccc(Cl)c4)CC3)C2=O)cc1 (configuration not stated),-2,0,-5,-2,-3,13,11,0,i
CN(C)CCCN(C(=O)COc1ccccc1)c1nc2cc3c(cc2s1)OCO3,-9,-8,2,0,0,-12,3,0,i
Cc1ccc(CNc2ncnc3[nH]ncc23)cc1,5,-12,-1,-1,-3,8,-5,2,i
Cc1cccc(NC(=O)C(Cc2ccccc2)n2cccc2)c1 (configuration not stated),-10,8,-5,-2,17,-8,9,-1,i
Cc1csc(NC(=O)COCC(=O)O)c1-c1nc2ccccc2s1,7,-1,-4,1,-1,-3,3,-7,.
Cc1c(Cl)cccc1NC(=O)C1CCCN(S(C)(=O)=O)C1 (configuration not stated),14,-4,-2,1,-4,-3,3,4,i
CC(=O)c1ccc(S(=O)(=O)N2Cc3ccccc3CC2C(=O)O)cc1 (configuration not stated),-1,4,-3,-1,-1,-26,1,-2,i
CCC(=O)N1CCc2cc(S(=O)(=O)CCC(=O)Nc3ccc(C)cn3)ccc21,6,0,-4,-1,-4,10,10,1,i
CC(C)(C)OC(=O)N(Cc1ccccc1)Cc1ccccc1OCc1ccc(NC(=O)C2CCC2)cc1,-1,3,-1,-6,14,-8,-6,-1,i
CC(C)c1ccc(S(=O)(=O)N2CCN(C(C)C(=O)NC3CCCC3)CC2)cc1 (configuration not stated),6,8,-2,2,6,17,-3,-2,i
N#Cc1cc2cc3c(cc2nc1N1CCCCC1)OCCO3,10,-3,-4,-4,5,-4,-6,-3,i
Cc1ccnc(NC(=O)c2ccc(OCC3CCCO3)cc2)c1 (configuration not stated),-2,-4,-1,0,-4,0,-27,0,i
Clc1ccc(Cc2noc(CN3CCN(c4ccccc4)CC3)n2)c(Cl)c1,5,10,-1,-2,26,-4,3,2,i
O=C1NC(=S)N/C1=C\c1ccc(Oc2ccc(C(F)(F)F)cc2[N+](=O)[O-])c(Cl)c1,5,-5,-3,-10,-2,14,-1,-4,i
CSCC[C@H](NC(=O)c1ccc(OCC2CCCO2)cc1)c1nc2ccccc2[nH]1 (some centres not stated),11,-15,-2,-6,-8,1,-1,1,i
COC(=O)c1ccc2c(=O)n(CC3CCCO3)c(SCC(=O)Nc3ccccc3OC)nc2c1 (configuration not stated),6,9,0,-2,21,3,0,-3,i
COC(=O)c1nc2ccc(C)cn2c1F,-10,0,-8,1,-11,8,5,0,i
O=C(CCN1C(=O)/C(=C/c2cccc(Br)c2)SC1=S)Nc1cccnc1,0,-4,-2,1,-4,10,9,3,i
Cc1ccc(NC(=O)C2(C)CCN2CCc2ccccc2)cc1 (configuration not stated),-3,4,-1,-1,18,-10,-15,-2,i
COc1ccc(CCC(C)NCc2ccc(F)cc2)cc1 (configuration not stated),20,-7,-2,-3,-5,6,1,-1,i

# Shown with each value named: entries from further up.
> Cc1ccnc(NC(=O)c2ccc(OCC3CCCO3)cc2)c1 (configuration not stated)
  SKN-1 inh = -2
  eLon inh = -4
  bovine MsrA act = -1
  MT1-MMP act inh = 0
  FAS TE block = -4
  NRP1-CendR mod = 0
  PABP1 MLLE inh = -27
  Rin1 Abl inh = 0
  Neddylation inh = i

> Clc1ccc(Cc2noc(CN3CCN(c4ccccc4)CC3)n2)c(Cl)c1
  SKN-1 inh = 5
  eLon inh = 10
  bovine MsrA act = -1
  MT1-MMP act inh = -2
  FAS TE block = 26
  NRP1-CendR mod = -4
  PABP1 MLLE inh = 3
  Rin1 Abl inh = 2
  Neddylation inh = i

# Further results
SMILES,SKN-1 inh,eLon inh,bovine MsrA act,MT1-MMP act inh,FAS TE block,NRP1-CendR mod,PABP1 MLLE inh,Rin1 Abl inh,Neddylation inh
O=C(COc1ncnc2sccc12)NC1CCCCC1,-5,6,-8,-2,-7,-8,-2,1,i
CCOC(=O)c1csc(-n2nc(C)cc2C(F)(F)F)n1,-3,-2,-1,-1,2,4,14,2,i
C#CCOC(=O)Nc1ccc(=O)n(Cc2c(Cl)cccc2Cl)c1,31,-3,-3,6,-4,-3,19,-2,i
Cc1ccc(CN2CCN(/N=C/c3ccc(C(=O)O)cc3)CC2)c(C)c1,5,-1,-4,3,-4,8,12,-1,i
CCOc1cccc(C2C(C(=O)c3cccs3)=C(O)C(=O)N2Cc2cccnc2)c1 (configuration not stated),-7,1,-16,.,-1,8,8,0,i
CC(=O)N1CCn2c3c(c4cc(C)ccc42)CCCC31 (configuration not stated),-5,-1,0,-3,-2,-1,-1,-1,i
COc1cc(CSc2nc(-c3ccccc3)cc(=O)[nH]2)cc(OC)c1,8,1,-4,-4,-1,6,-2,0,i
CN(Cc1nnc(SCC(=O)NCCc2ccccc2)n1C)S(=O)(=O)c1ccccc1,-10,-6,3,5,-1,9,4,1,i
CCOC(=O)N1CC(C)N(C(=S)Nc2ccccc2)CC1C (configuration not stated),12,-7,-4,3,-9,18,-2,0,i
COc1nc(-c2ccccc2)ccc1-c1noc(-c2cccs2)n1,-15,1,-2,-9,20,-30,-47,1,i
Cc1c(C(=O)NCc2ccc3c(c2)OCCO3)sc(=O)n1Cc1ccc(C(=O)N(C)C)cc1,6,-7,-1,2,-8,9,12,1,i
O=C(COC(=O)c1ccccc1-n1cnnn1)c1ccc(F)cc1,-11,10,-8,-2,1,-18,-2,-2,i
NC(=NC1CCCCC1)c1ccc(Cl)cc1,19,8,-2,-3,-1,2,2,-1,i
COc1ccccc1/C=N/NC(=O)c1cccc(NC(=O)c2ccccc2C)c1,-2,3,-4,-3,6,10,2,-2,i
Cc1cccc2sc(N(CCN(C)C)C(=O)c3ccc4ccccc4c3)nc12,9,-2,-4,3,14,8,-9,1,i
COc1ccc(CCN2C(=O)C(Oc3ccccc3)C2c2ccc3c(c2)OCO3)cc1 (configuration not stated),7,19,-2,-1,6,7,-7,-2,i
Cc1cc(C(=O)Cn2nc(C(=O)O)c3ccccc3c2=O)c(C)n1-c1cccc(C(F)(F)F)c1,-9,7,-10,5,6,-3,-3,-1,i
Cc1ccc(N(C)C(=O)N2CCN(S(=O)(=O)c3c(C)cc(C)cc3C)CC2)cc1,-15,6,-2,-12,25,-3,-2,-4,i
O=C(O)C1CCCCC1C(=O)NCc1ccccc1 (configuration not stated),-7,-8,-1,4,-6,8,5,1,i
CN1C(=O)/C(=C/c2cc(C(C)(C)C)c(O)c(C(C)(C)C)c2)NC1=S,-1,-5,-3,-4,-1,-1,-143,-3,i
Cc1cc(C)c(C(=O)CSc2nnc(C)s2)c(C)c1,5,-11,-8,2,6,-4,5,1,i
Cc1nc(NC(N)=S)sc1C(=O)Nc1ccccc1,15,-2,1,5,-7,1,41*,-6,i
COc1ccc(C2=NOC(COC(=O)c3ccc4ccccc4n3)C2)cc1 (configuration not stated),6,-5,-2,-1,0,9,-4,-3,i
COc1cccc(S(=O)(=O)Nc2ccc3c(c2)[C@H]2C[C@H](CC(=O)N[C@@H](C)c4ccccc4)O[C@H](CO)[C@H]2O3)c1,6,3,0,-2,-1,10,-18,-1,i
CC1(C(=O)NS(=O)(=O)Cc2ccccc2)CCN1C(=O)Cc1cc(F)ccc1F (configuration not stated),10,-4,0,-1,-10,1,11,-1,i
O=C(O)CCC(=O)Nc1cc(C(F)(F)F)cc(C(F)(F)F)c1,0,2,-2,-4,-4,-4,1,1,i
COc1ccc(N2C(=O)/C(=C/c3ccc([N+](=O)[O-])cc3)N=C2C)cc1,12,-1,-4,1,-5,-13,-5,1,i
Cc1cc(C(F)(F)F)nn1CCCNC(=O)c1cnccn1,-2,-2,4,6,-6,5,9,2,i
Cc1cccn2c(=O)c3cc(C(=O)NC4CCCC4)c(=N)n(CCCN4CCOCC4)c3nc12,13,-5,-1,-5,-3,9,-1,-4,.
Cc1ccc(S(=O)(=O)N2CCN(C(=O)C3CCN(C(=O)c4ccc(F)cc4)CC3)CC2)c(C)c1,8,6,-7,-1,-3,5,-8,-5,i
Cc1ccc(-n2nc(C(=O)O)c(C)c(C#N)c2=O)cc1Cl,2,3,-1,-4,12,-2,5,-1,i
COc1ccc(-c2nc3ccc(C)cn3c2Cc2cccc(Cl)c2)cc1OC,8,-8,-1,1,19,-4,11,-2,.
Cn1c(=O)c2[nH]c(CCCC(=O)O)nc2n(Cc2ccccc2)c1=S,16,-3,-2,0,-4,-5,-11,-3,i
COC(=O)C(C)N1C(=O)S/C(=C/c2cc(C)n(-c3ccccn3)c2C)C1=O (configuration not stated),2,-1,-2,-6,7,0,-7,-2,i
CCC(NC(=O)NCc1ccc2c(c1)OCO2)(C(F)(F)F)C(F)(F)F,-4,4,-1,4,2,-7,-7,1,i
Cc1ccc(Cc2c(C)[nH]c(=S)[nH]c2=O)cc1,-1,-1,-1,2,-5,8,-24,1,i
Cc1cc(-c2ccccc2)nc2cc(C(=O)N(Cc3ccccc3)Cc3ccccc3)nn12,3,2,1,-17,20,-6,9,1,i

# Molecules listed so far that have fluorine (eleven):
SMILES,SKN-1 inh,eLon inh,bovine MsrA act,MT1-MMP act inh,FAS TE block,NRP1-CendR mod,PABP1 MLLE inh,Rin1 Abl inh,Neddylation inh
O=C1NC(=S)N/C1=C\c1ccc(Oc2ccc(C(F)(F)F)cc2[N+](=O)[O-])c(Cl)c1,5,-5,-3,-10,-2,14,-1,-4,i
COC(=O)c1nc2ccc(C)cn2c1F,-10,0,-8,1,-11,8,5,0,i
COc1ccc(CCC(C)NCc2ccc(F)cc2)cc1 (configuration not stated),20,-7,-2,-3,-5,6,1,-1,i
CCOC(=O)c1csc(-n2nc(C)cc2C(F)(F)F)n1,-3,-2,-1,-1,2,4,14,2,i
O=C(COC(=O)c1ccccc1-n1cnnn1)c1ccc(F)cc1,-11,10,-8,-2,1,-18,-2,-2,i
Cc1cc(C(=O)Cn2nc(C(=O)O)c3ccccc3c2=O)c(C)n1-c1cccc(C(F)(F)F)c1,-9,7,-10,5,6,-3,-3,-1,i
CC1(C(=O)NS(=O)(=O)Cc2ccccc2)CCN1C(=O)Cc1cc(F)ccc1F (configuration not stated),10,-4,0,-1,-10,1,11,-1,i
O=C(O)CCC(=O)Nc1cc(C(F)(F)F)cc(C(F)(F)F)c1,0,2,-2,-4,-4,-4,1,1,i
Cc1cc(C(F)(F)F)nn1CCCNC(=O)c1cnccn1,-2,-2,4,6,-6,5,9,2,i
Cc1ccc(S(=O)(=O)N2CCN(C(=O)C3CCN(C(=O)c4ccc(F)cc4)CC3)CC2)c(C)c1,8,6,-7,-1,-3,5,-8,-5,i
CCC(NC(=O)NCc1ccc2c(c1)OCO2)(C(F)(F)F)C(F)(F)F,-4,4,-1,4,2,-7,-7,1,i
